Compound activity (PubChem BioAssay)
ABCB1 block: blocks JC-1 efflux by human ABCB1 transporter. hit rate 0.067% among 190,000. AID 1326. inhibition, % at 6.6 µM. CCRF-Adr cells, flow cytometry; in the data active = inhibition above about 40%;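 note: 0% = vehicle and 100% = reference inhibitor; higher value means more JC-1 retained so stronger ABCB1 efflux block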
ABCG2 inh: human ABCG2 inhibition, ABCB1 as counter-screen; IgMXP3 cells, JC-1 efflux, flow cytometry; inhibition, % at 6.6 µM; hit rate 0.1% among 190,000; AID 1325;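 active = inhibition above 80%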;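 note: 0% = DMSO and 100% = nicardipine control wells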
Target sequence (Q9UNQ0 whole entry, looked up): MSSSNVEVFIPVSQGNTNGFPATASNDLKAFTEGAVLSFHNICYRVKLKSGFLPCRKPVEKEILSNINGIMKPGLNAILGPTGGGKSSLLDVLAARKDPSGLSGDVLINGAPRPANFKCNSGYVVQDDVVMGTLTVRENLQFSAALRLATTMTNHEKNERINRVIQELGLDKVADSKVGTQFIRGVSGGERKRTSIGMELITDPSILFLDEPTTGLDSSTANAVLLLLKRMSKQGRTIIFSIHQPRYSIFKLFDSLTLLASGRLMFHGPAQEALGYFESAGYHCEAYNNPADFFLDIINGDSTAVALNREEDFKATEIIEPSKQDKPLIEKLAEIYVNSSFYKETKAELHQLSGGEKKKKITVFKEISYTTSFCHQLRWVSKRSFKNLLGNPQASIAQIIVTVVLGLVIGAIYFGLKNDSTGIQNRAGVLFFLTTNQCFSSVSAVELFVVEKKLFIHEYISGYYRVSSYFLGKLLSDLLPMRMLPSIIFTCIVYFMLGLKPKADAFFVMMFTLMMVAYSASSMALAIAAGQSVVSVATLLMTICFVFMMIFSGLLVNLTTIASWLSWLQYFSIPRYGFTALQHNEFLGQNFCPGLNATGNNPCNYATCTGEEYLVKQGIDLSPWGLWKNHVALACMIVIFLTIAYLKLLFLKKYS
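Incubation: cells with compound and JC-1, 10 min at 25 °C, rotating, no wash / Test system: IgMXP3 (ABCG2) plus far-red-tagged CCRF-Adr (ABCB1) cells / Compound dosing: one concentration, 6.6 µM final / Also added: JC-1 fluorescent substrate / Evaluation: efflux inhibition in percent versus controls / Detection: flow cytometry, 530 nm JC-1 signal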
RGS4-Gao reg: modulates binding of RGS4 to human Galphao; Multiplexed bead flow cytometry; actives lie on both sides; binding response (% of control), % at 10 µM; hit rate 0.33% among 220,000; P09471; in the data active = binding response below about 49% or above about 150%; inactive = in between;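 note: fluorescent Galphao activated with aluminum fluoride binding bead-coupled RGS4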
Bim-Bcl-W: inhibitors of Bim-Bcl-W interaction, human; Q92843; bead-based flow cytometry, Bim peptide-Bcl-W binding; inhibition, % at 10 µM; hit rate 0.02% among 190,000;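 note: 0% = bound tracer without compound and 100% = peptide blocker; higher means less fluorescent Bim peptide bound to Bcl-W beads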
Bcl-B Bim block: disrupts Bim peptide binding to human Bcl-B; Q9HD36; bead-based flow cytometry; inhibition, % at 10 µM; hit rate 0.073% among 190,000;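 note: 0% = tracer peptide without compound and 100% = reference inhibitor peptide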
RGS7-Gao: modulates binding of RGS7 to human Galphao; P09471; hit rate 0.35% among 220,000; binding response (% of control), % at 10 µM; Multiplexed bead flow cytometry; actives lie on both sides; AID 1439; in the data active = binding response below about 49% or above about 150%; inconclusive = no clear call, values can overlap the other calls; inactive = in between;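 note: fluorescent Galphao held in activated GDP-AlF4 state binding bead-coupled RGS7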
RGS8-Gao reg: modulates binding of RGS8 to human Galphao. hit rate 0.34% among 220,000. multiplexed bead flow cytometry; actives lie on both sides. AID 1423. response (percent of control binding), % at 10 µM. P09471; in the data active = response below about 60% or above about 140%; inactive = in between;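 note: Galphao activated as the GDP aluminium fluoride complex binding bead-coupled RGS8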
GSH fluor: compound fluoresces at 488/530 nm on GSH beads. GSH beads flow cytometry, compound fluorescence 488/530 nm; active compounds read high. fluorescence (KMESF) at 10 µM. hit rate 0.25% among 190,000. AID 1776; in the data active = fluorescence above about 89;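 note: glutathione beads carrying GST-tagged Bcl family fusion proteins plus one bare bead set; values are compound well signal with DMSO vehicle wells as background; inactives centre near 16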
Bcl-XL Bim block: inhibitors of Bim-Bcl-XL interaction, human; inhibition, % at 10 µM; Q07817; Bim peptide-Bcl-XL binding, bead flow cytometry, fluorescence; hit rate 0.04% among 190,000
Target sequence (Q07817 whole entry, looked up): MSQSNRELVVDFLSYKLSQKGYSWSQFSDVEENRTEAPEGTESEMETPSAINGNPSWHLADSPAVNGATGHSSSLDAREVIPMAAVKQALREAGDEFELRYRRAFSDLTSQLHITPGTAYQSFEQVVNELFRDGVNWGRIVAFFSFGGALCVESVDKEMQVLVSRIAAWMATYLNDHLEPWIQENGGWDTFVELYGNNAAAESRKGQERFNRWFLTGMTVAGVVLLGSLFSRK
Bfl-1 Bim block: inhibitors of Bim-Bfl-1 interaction, human | Bead-based flow cytometry, Bim-Bfl-1 binding inhibition | Q16548 | AID 1008 | inhibition, % at 10 µM | hit rate 0.12% among 190,000;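 note: 0% = wells without compound plus tracer and 100% = blocker peptide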
Bcl-2 Bim block: human Bim-Bcl-2 interaction inhibition; hit rate 0.06% among 190,000; inhibition, % at 10 µM; Bead-based flow cytometry, Bim peptide-Bcl-2 binding; P10415; in the data active = inhibition above about 40%; inconclusive = no clear call, values can overlap the other calls;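 note: 0% = no compound wells with probe peptide and 100% = reference peptide inhibitor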
An asterisk follows results filed as active; ? = inconclusive; nt = not tested or not shown. Cut-off read from the data, not from the text of the source, unless noted: active = inhibition above about 40%.

Order of values – RGS4-Gao reg, ABCB1 block, GSH fluor, RGS7-Gao, Bcl-B Bim block, Bim-Bcl-W, Bcl-2 Bim block, Bcl-XL Bim block, Bfl-1 Bim block, ABCG2 inh, RGS8-Gao reg
1. COc1ccc(-c2nc3ccc(N4CCCC4)cc3c(=O)[nH]2)cc1OC
  97, 2.9, 22, 95, -8, 12, 3, 2, 5, 30, 100
2. CN(c1ccccc1)S(=O)(=O)c1ccc(Cl)c(C(=O)NC2=NCCS2)c1
  102, 0.0, 14, 106, -2, 0, -4, 0, -6, 23, 100
3. CCOC(=O)Cn1c(=O)cnc2ccccc21
  105, 0.7, 32, 103, -5, 3, -4, -11, -12, 4, 105
4. CCCCN1C(=O)C(=O)N(CC(=O)N2N=C3/C(=C/c4ccco4)CCCC3C2c2ccco2)C1=O (stereo not given)
  100, 5.0, 16, 105, -5, 0, 0, -3, -2, 8, 103
5. C[N+]1(CCn2ccc3ccccc32)CCCCC1
  98, 0.5, 10, 103, -2, 0, -1, -2, -4, 0, 94
6. O=C(CCCn1c(=O)c2sccc2n(Cc2ccc(F)cc2)c1=O)NCc1ccco1
  101, 2.0, 24, 98, -2, 0, -3, -6, -3, 6, 98
7. CCn1c(CNc2ccc(Cl)cc2)nnc1SCCN1CCCCC1
  97, -0.1, 16, 96, -9, -4, -2, -8, -3, -1, 97
8. Cc1ccc(SCc2cc(=O)[nH]c(SCC(=O)Nc3cc(Cl)ccc3Cl)n2)cc1
  104, 0.0, 13, 105, 2, -3, 3, -1, 4, 3, 100
9. CCOc1cccc2cc(C(=O)N3CCc4ccccc43)c(=O)oc12
  101, 1.0, 30, 100, -7, -4, -3, -7, -15, 16, 103
10. Cc1cc(Nc2cc(F)ccc2C)n2nc(C)nc2n1
  97, 0.5, 13, 98, -7, -5, 0, -5, 0, 6, 95
11. CSc1ccc(/C=N/NC(=O)CNc2ccc3ccccc3c2)cc1
  104, 0.0, 19, 102, -8, 0, 0, -4, 1, 3, 105
12. CC1SC(=NC(=O)c2ccncc2)NC1=O (stereo not given)
  99, 0.2, 26, 95, -4, 0, 1, -5, 0, 1, 100
13. O=C(CCc1ccc(S(=O)(=O)NC2CCCCC2)cc1)NCc1ccccn1
  98, -0.8, 12, 99, -2, -4, -1, -2, -5, 1, 99
14. CCOC(=O)C1CCN(C(=O)COc2cccc(C)c2)CC1
  97, 2.0, 22, 98, -9, -3, -11, -4, -9, 6, 103
15. Cc1csc(NC(=O)CCn2c(=O)sc3ccccc32)n1
  94, 0.2, 12, 90, -7, -3, -8, -7, -15, 1, 96
16. CCCCNC(C(=O)Nc1ccc([N+](=O)[O-])cc1Br)c1ccccc1 (stereo not given)
  102, 0.8, 13, 104, -8, 0, -10, -9, -2, 8, 102
17. S=c1nc(-c2ccccc2)oc2c1CCCC2
  95, -0.7, 18, 98, 0, -5, 0, 0, 0, -1, 100
18. COc1cccc(C(=O)N2CCN(C3CCN(Cc4ccccc4)CC3)CC2)c1
  104, 0.4, 26, 101, -1, 2, -1, 0, -8, 3, 101
19. Cc1ccc2c(c1)C(O)(CC(=O)c1ccc(C)s1)C(=O)N2 (stereo not given)
  92, 0.0, 11, 93, -5, -1, 0, -2, -2, 0, 96
20. CCOc1ccccc1C(=O)NCC(=O)O
  101, 0.1, 13, 102, -1, 2, 1, 2, 1, 0, 101

Values in list order from the list:
RGS4-Gao reg for entries 13–20 → 98, 97, 94, 102, 95, 104, 92, 101

2 of the compounds above, as labelled records.
[16] CCCCNC(C(=O)Nc1ccc([N+](=O)[O-])cc1Br)c1ccccc1 (stereo not given)
  RGS4-Gao reg: 102
  ABCB1 block: 0.8
  GSH fluor: 13
  RGS7-Gao: 104
  Bcl-B Bim block: -8
  Bim-Bcl-W: 0
  Bcl-2 Bim block: -10
  Bcl-XL Bim block: -9
  Bfl-1 Bim block: -2
  ABCG2 inh: 8
  RGS8-Gao reg: 102
[4] CCCCN1C(=O)C(=O)N(CC(=O)N2N=C3/C(=C/c4ccco4)CCCC3C2c2ccco2)C1=O (stereo not given)
  RGS4-Gao reg: 100
  ABCB1 block: 5.0
  GSH fluor: 16
  RGS7-Gao: 105
  Bcl-B Bim block: -5
  Bim-Bcl-W: 0
  Bcl-2 Bim block: 0
  Bcl-XL Bim block: -3
  Bfl-1 Bim block: -2
  ABCG2 inh: 8
  RGS8-Gao reg: 103

Additional compounds follow.
Order of values – RGS4-Gao reg, ABCB1 block, GSH fluor, RGS7-Gao, Bcl-B Bim block, Bim-Bcl-W, Bcl-2 Bim block, Bcl-XL Bim block, Bfl-1 Bim block, ABCG2 inh, RGS8-Gao reg
21. O=[N+]([O-])c1cc(-n2cccc2)ccc1N1CCOCC1
  102, 0.4, 19, ?, 0, 1, 1, 0, -5, -1, 100
22. Cc1cc2ncn(C(=O)N3CCC(C)CC3)c2cc1C
  99, 0.0, 18, 101, -3, -1, 0, -2, 0, 0, 97
23. CCCCCC/C(=N/O)c1ccccn1
  101, 0.3, 80, 99, -4, -5, -3, -3, -7, 2, 98
24. Cc1ccc(N=C2NC(=O)C(CC(=O)NCc3ccccc3)S2)cc1C (stereo not given)
  101, 0.2, 7, 103, -1, 0, 2, 0, 0, 0, 102
25. O=C(c1cc(-c2cccnc2)nc2ccccc12)N1CCCc2ccccc21
  96, 1.9, 10, 94, 10, 4, 12, 10, 15, 6, 87
26. O=C(C1CCC1)N1CCc2cc(S(=O)(=O)Nc3ccc4c(c3)OCO4)ccc21
  98, 0.2, 17, 101, -3, 1, 5, -1, 3, 2, 102
27. CCOC(=O)c1ccccc1NC(=O)N[C@@H](C)C(=O)OC
  88, 0.8, 11, 100, 3, 0, -1, -5, -1, 3, 95
28. CCn1ncc(NC(=S)Nc2ccc3c(c2)OCO3)c1C(N)=O
  101, 0.8, 11, 100, -7, -3, -1, -5, -2, 7, 100
29. Cc1cccc(C)c1NC(=O)CN1C(=O)N(C)Cc2ccccc21
  100, 2.1, 11, 101, -4, -1, -3, -3, -7, 4, 104
30. CN(CC(=O)OCC(N)=O)S(=O)(=O)c1ccc(Cl)cc1
  100, 1.2, 12, ?, -5, -1, -3, -2, -3, 5, 103
31. COc1ccc(C)cc1NC(=O)CSc1nnc(COc2ccccc2)n1Cc1ccco1
  97, 0.7, 13, 97, -3, 0, -6, -5, 0, 2, 95
32. CN1C(=O)NC2C1N(S(C)(=O)=O)CCN2S(C)(=O)=O (stereo not given)
  102, 1.9, 29, 101, -5, 0, -5, -17, -11, 4, 101
33. CCOC(=O)c1c(C)c(C(=O)N2CCCCCC2)c(C)n1CC
  104, -0.1, 25, 104, 0, 0, -4, 1, 1, -2, 104
34. Cc1cc(Cl)ccc1C(=O)C1CCCN(C(=O)c2snnc2C)C1 (stereo not given)
  100, 1.6, 13, 106, -4, -4, -5, -6, -5, 6, 106
35. CN(C(=O)CCn1c(=S)oc2ccccc21)c1ccc(F)cc1
  104, 0.7, 7, 110, 0, 1, 3, -2, -2, 4, 103
36. Cc1c([N+](=O)[O-])c(C(=O)Nc2ccc3c(c2)OCCO3)nn1C
  101, 0.5, 22, 101, 0, -1, -1, 0, 0, 3, 99
37. COc1ccc(O)c(-c2[nH]ncc2C(=O)c2ccccc2C)c1
  106, 0.0, 42, 104, -8, -1, -8, -11, -11, 1, 103
38. COCCNC(=O)COc1ccc(Nc2ccccc2)cc1
  93, 0.4, 20, 94, 0, -3, 1, -4, -4, 17, 96
39. O=C(NC1C/C(=N/O)c2cc3c(cc21)OCO3)C(F)(F)F (stereo not given)
  102, 0.4, 16, ?, -2, 0, -1, -3, -3, 0, 98
40. O=C(O)c1cc(-c2ccccc2)n(-c2ccc(Cl)cc2)n1
  99, 0.1, 18, ?, 0, 0, -2, -1, -5, 4, 100

Next records follow:
Order of values – RGS4-Gao reg, ABCB1 block, GSH fluor, RGS7-Gao, Bcl-B Bim block, Bim-Bcl-W, Bcl-2 Bim block, Bcl-XL Bim block, Bfl-1 Bim block, ABCG2 inh, RGS8-Gao reg
41. O=C(c1cn[nH]c1)N1CCc2c([nH]c3ccccc23)C1c1c(F)cccc1Cl (stereo not given)
  101, 0.0, 11, 99, -2, 0, 1, -1, -6, 5, 101
42. O=C(/C=C/c1ccc(Cl)cc1)NCc1ccco1
  100, 0.3, 4, 103, -9, -1, -1, -6, -1, 16, 107
43. CCOc1ccc(C(=O)Nc2ccc(S(=O)(=O)N3CCOCC3)cc2)cc1OCC
  99, 1.1, 13, 101, 0, 0, -2, -1, -2, 5, 109
44. CCCCCC(=O)Nc1ccc(Cc2ccncc2)cc1
  98, 1.4, 19, 84, 0, 5, 30, 10, 8, 5, 88
45. Cc1ccc(Oc2cc(C)nc(-c3ccccc3O)n2)cc1
  101, 0.5, 13, 103, 3, 0, 2, 0, 1, 2, 97
46. CCOC(=O)CSc1c(-c2ccccc2)c2cc(Cl)ccc2[nH]c1=O
  98, 0.4, 12, 99, -8, -5, -2, -5, -4, 7, 97
47. COc1cc(NS(=O)(=O)c2ccc(NC(C)=O)cc2)ncn1
  112, -0.2, 13, 100, 0, 1, 0, -1, 0, -1, 98
48. O=C(C1CCCCN1S(=O)(=O)c1ccccc1)N1CCN(Cc2ccccc2)CC1 (stereo not given)
  100, 0.8, 14, 100, -5, 3, -2, -4, -14, 2, 105
49. CC(/C=N/NC(=O)c1cccnc1)=C\c1ccccc1
  99, -0.1, 24, 106, -1, -1, -1, 0, -2, 6, 97
50. COc1ccc(-c2ccc(SCc3cccnc3)nn2)cc1OC
  95, 1.5, 15, 91, 2, 4, 3, 4, 0, 10, 94
51. FC(F)(F)c1cc(Oc2ccc(Cl)cc2)nc(-c2ccccn2)n1
  102, 0.6, 35, 105, -13, -2, -12, -13, -20, 22, 102
52. Cc1nnc(NC(=O)c2ccncc2)s1
  103, 0.0, 12, 99, -5, -2, -9, -8, -10, 1, 104
53. Fc1ccc(CN2CCN(C(=S)NCCc3ccccc3)CC2)c(Cl)c1
  98, 0.7, 15, 97, -2, -1, 0, 1, -4, 3, 103
54. Cc1ccc(NC(=O)CCC(=O)NNC(=O)c2cccs2)cc1C
  102, 0.8, 36, 105, 8, 8, 5, 13, 6, 8, 99
55. CC(C)c1ccc(-c2nnn(CCC#N)n2)cc1
  100, 1.7, 10, 106, 0, -1, -3, -3, -6, 13, 103
56. O=C(Nc1ccccc1Cl)N1CCN(c2ccc3nncn3n2)CC1
  106, 0.0, 18, 99, -1, -4, -3, -5, -2, 1, 101
57. Cc1ccc(-c2ccc(CCC(=O)O)n2NC(=O)c2cccs2)cc1
  107, -0.1, nt, 102, nt, 28, 92*, 35, nt, -1, 100
58. Cc1cc(C)n2nc(C(=O)OCC(=O)c3cc(C)n(C)c3C)nc2n1
  92, -0.1, 3, 74, 11, -2, 4, -1, -4, 0, 91
